# STK33 kinase inh: inhibitors of human STK33 kinase. Q9BYT3. purified STK33, MBP phosphorylation, ADP-Glo luminescence. inhibition, % at 10 µM. 320,000 tested, 0.073% active;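 active = inhibition at or above 25%, using the most active replicate where run in duplicate; inactive = inhibition below 25%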
# Target sequence (Q9BYT3 whole entry, looked up): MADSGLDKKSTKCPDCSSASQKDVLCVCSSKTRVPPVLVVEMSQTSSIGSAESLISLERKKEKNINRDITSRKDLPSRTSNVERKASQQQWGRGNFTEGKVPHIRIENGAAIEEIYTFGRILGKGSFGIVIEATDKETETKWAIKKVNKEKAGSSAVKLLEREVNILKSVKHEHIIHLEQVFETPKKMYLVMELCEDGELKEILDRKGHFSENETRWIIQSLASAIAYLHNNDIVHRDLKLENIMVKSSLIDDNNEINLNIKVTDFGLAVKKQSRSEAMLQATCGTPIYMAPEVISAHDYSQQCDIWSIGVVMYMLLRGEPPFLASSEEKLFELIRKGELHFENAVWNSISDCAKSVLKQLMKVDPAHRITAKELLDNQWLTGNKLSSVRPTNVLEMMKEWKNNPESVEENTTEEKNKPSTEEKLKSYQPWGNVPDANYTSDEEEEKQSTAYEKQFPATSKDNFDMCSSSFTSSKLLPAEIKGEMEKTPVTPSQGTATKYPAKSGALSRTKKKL
# OX1R antag: antagonists of human orexin 1 receptor (OX1R) | O43613 | OX1R-expressing cells, FRET antagonist read-out | inhibition, % at 6.6 µM | 330,000 tested, 1.8% active | AID 485270; in the data active = inhibition mostly above about 38%, no sharp cut-off; inactive = mostly below about 40%;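 note: 0% = agonist challenge alone and 100% = reference antagonist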
# Target sequence (O43613 whole entry, looked up): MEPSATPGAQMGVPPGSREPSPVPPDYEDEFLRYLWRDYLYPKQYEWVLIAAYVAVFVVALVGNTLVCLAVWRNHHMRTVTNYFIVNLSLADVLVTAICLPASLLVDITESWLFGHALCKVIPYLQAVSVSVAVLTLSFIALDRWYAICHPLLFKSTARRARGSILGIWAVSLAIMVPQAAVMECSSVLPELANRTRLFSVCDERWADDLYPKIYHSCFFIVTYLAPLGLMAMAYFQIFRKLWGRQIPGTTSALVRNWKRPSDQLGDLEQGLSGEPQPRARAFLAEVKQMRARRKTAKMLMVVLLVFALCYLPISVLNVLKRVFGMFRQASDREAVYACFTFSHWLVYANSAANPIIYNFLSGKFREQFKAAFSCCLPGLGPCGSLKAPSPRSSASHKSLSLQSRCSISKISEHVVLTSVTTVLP
# KCNQ2 block: KCNQ2 potassium channel inhibitors, primary screen, cell-based, CHO-K1, FluxOR thallium flux, B-score (AID 2156); O88943; 20 min; hits give low values; B-score at 10 µM; 310,000 tested, 1.1% active;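 active = fluorescence ratio B-score at most minus 3 library SDs, with starting brightness B-score within 2 library SDs, cut at about -5.5 in these data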
# * hit, by the source's call; i = inactive; / = no result given; & = joins results of further samples.
STK33 kinase inh	mol	OX1R antag	KCNQ2 block
-0.3	COc1c(S(=O)(=O)N2CCCC2)ccc(Cl)c1Cl	24	i
1.2	O=C(CCCCn1c(=O)[nH]c2ccccc2c1=O)NCCC1=CCCCC1	7	i
0.5	OCCOCCn1c(CCNc2nc(-c3ccc(Cl)cc3)cs2)nc2cc(Cl)c(Cl)cc21	36	i
-2.5	CCOc1ccc(C(=O)OCC(=O)Nc2ccc(SC(F)F)cc2)cc1OCC	8	i
-0.8	CC1(C)C(=S)N(Cc2ccccc2)c2ccccc21	17	-6.6*
0.1	COc1ccc(C2OC(=O)CC2C(=O)NCc2ccc(C)cc2)cc1OC (stereo not given)	18	i
-0.7	COc1ccc(OCC(=O)Nc2ccc3c(c2)nc(CN2CCN(C(C)=O)CC2)n3C)cc1	3	i
1.0	CCCC[C@@H]1C[C@H]1[C@@H](NC(=O)c1ccccc1)c1ccccc1C(F)(F)F	37	i
-0.1	Cc1noc(C)c1C(=O)Nc1nc(-c2ccccc2Cl)cs1	33	i
-4.2	Cc1c(C(=O)NCCCN2CCCC2=O)oc2ccc(S(=O)(=O)N3CCOCC3)cc12	21	/
4.8	CCc1nc(N)c(C#N)c(-c2cccn2C)c1C	16	i
-0.5	CCOC(=O)CNC(=O)C1CCCc2c1[nH]c1ccc(Cl)cc21 (stereo not given)	12	i
0.0	CCOc1ccc(NC(=S)NN(C)C(=S)Nc2ccc(OCC)cc2)cc1	18	i
-0.3	Cc1ccccc1COn1nnc2ccc(S(=O)(=O)N3CCOCC3)cc21	18	-6.7*
-1.4	Cc1ccc2nsnc2c1S(=O)(=O)N1CCCC1	70	i
-1.7	COc1ccc(CCNC(=O)CCNC(=O)c2ccccc2Cl)cc1	4	i
-2.5	COc1ccc(OC)c(C2C(C(C)=O)=C(O)C(=O)N2CCC(=O)O)c1 (stereo not given)	7	i
-0.4	COc1ccc(NCc2ccc(OC)c(Cn3ccnc3)c2)c(OC)c1	12	i
-1.1	CC1CC(C)CN(C(=O)CCCn2c(=O)c3cccn3c3cccnc32)C1 (stereo not given)	7	i
0.3	CC(C)(C)N1C(=O)c2ccc(C(=O)O)cc2C1=O	7	i
-2.0	O=C1c2ccccc2CC1(Cc1ccccc1)Cc1ccccc1	17	i
-0.3	Cc1cc(C(=O)OCC(=O)Nc2ccc(F)cc2)c(C)o1	16	i
-0.9	COc1cc(NC(=O)CSc2nnc3ccc(-c4cccnc4)nn23)cc(OC)c1	20	i
-3.4	COc1cccc(CNC(=O)COC(=O)/C(C#N)=C/c2ccc(N(C)C)cc2)c1	4	/
0.5	COc1ccc(Nc2nnc(-c3ccc(O)cc3)c3ccccc23)cc1	14	i
2.1	COc1ccc(CC(=O)N2CCN(c3ccc(F)cc3)CC2)cc1	7	i
-1.9	CC(=O)N1c2ccc(S(=O)(=O)NCC3CCC(C(=O)NC4CCCCC4C)CC3)cc2CC1C (stereo not given)	6	i
0.2	C/C(=N\Nc1ccc(S(N)(=O)=O)cc1[N+](=O)[O-])c1ccccc1O	22	i
0.9	O=C(C1CCCN(S(=O)(=O)c2cccs2)C1)N1CCC(N2CCCCC2)CC1 (stereo not given)	12	i
-0.3	COCCNC(=O)CNC(=O)c1nn(-c2ccc(OC)c(Cl)c2)c(=O)c2ccccc12	13	i

# An excerpt from above, showing only STK33 kinase inh and KCNQ2 block:
Structure,STK33 kinase inh,KCNQ2 block
COc1ccc(C2OC(=O)CC2C(=O)NCc2ccc(C)cc2)cc1OC (stereo not given),0.1,i
COc1ccc(OCC(=O)Nc2ccc3c(c2)nc(CN2CCN(C(C)=O)CC2)n3C)cc1,-0.7,i
CCCC[C@@H]1C[C@H]1[C@@H](NC(=O)c1ccccc1)c1ccccc1C(F)(F)F,1.0,i
Cc1noc(C)c1C(=O)Nc1nc(-c2ccccc2Cl)cs1,-0.1,i

# Continued.
STK33 kinase inh	mol	OX1R antag	KCNQ2 block
1.1	COc1cccc(C(=O)O/N=C(\N)Cc2ccc(Cl)cc2)c1	11	i
-0.3	CCCNC(=S)NC1CCCC1	11	i
0.2	COc1cc(C(=O)NCc2cccnc2)ccc1OCC(=O)Nc1cccc(C(F)(F)F)c1	25	i
0.8	CC(NS(=O)(=O)c1ccc(Br)cc1)c1ccccc1 (stereo not given)	27	i
-0.6	CCOc1cc(C(=O)Nc2ccc(C)cc2C)ccc1OCC(=O)N1CCCCC1	12	i
-0.1	Cc1cccc(N2C(=O)CC(Sc3nnc(C)s3)C2=O)c1 (stereo not given)	13	i
-0.5	COc1cc(OC)c(C(=O)NNC(=S)NC2CCCCC2)cc1OC	15	i
-0.6	Cc1nnc2n1N=C(c1ccc3c(c1)NC(=O)CO3)CS2	4	i
1.6	Cc1ccc(S(=O)(=O)c2c(N)n(-c3ccccc3)c3nc4ccccc4nc23)cc1	10	i
0.3	O=S(=O)(c1cccc(-n2cnnn2)c1)N1CCOCC1	17	i
2.1	O=C(Nc1ccccc1C(=O)Nc1ccccn1)c1cccc([N+](=O)[O-])c1	5	i
-1.6	CN(Cc1ccccc1)C(=O)COc1ccc(-c2nnco2)cc1	2	i
0.7	CC(=O)c1ccc(S(=O)(=O)N2CCN(CCOc3ccc(Br)cc3)CC2)cc1	11	/
1.2	COCCn1nnnc1C(c1ccc(OC)c(OC)c1)N1CCc2ccccc21 (stereo not given)	13	i
-0.2	O=C(N/N=C/c1ccccc1Cl)c1nc2ccc([N+](=O)[O-])cc2c(=O)[nH]1	34	i
1.0	O=C(CCN1CCN(S(=O)(=O)c2cccc([N+](=O)[O-])c2)CC1)Nc1ccccc1F	20	i
-0.5	COc1cc(NC(=O)CCN2CCN(C/C=C/c3ccccc3)CC2)cc(OC)c1	/	i
1.0	CC(C)(C)[C@H]1COC(=O)[C@H](Cc2ccc(F)cc2)CC/C=C/C[C@@H](CC(=O)N[C@H](CO)Cc2ccccc2)C(=O)N1	3	/
-2.3	CCCc1ccc(-c2cc(C(=O)Nc3ccc([N+](=O)[O-])cn3)c3ccccc3n2)cc1	3	i
-1.2	COc1ccc2oc(C(=O)OCC(=O)N3CC(C)CC(C)C3)c(C)c2c1 (stereo not given)	22	i
0.8	COC(=O)c1ccc(N2CCOCC2)c(NC(=O)c2ccc(Br)o2)c1	7	i
0.1	Cc1ccccc1OCCC(=O)Nc1ccccc1C(=O)N1CCCCC1	0	/
-0.9	COc1ccc(OC)c(N/C(C)=C/C(=O)c2ccc(Br)cc2)c1	39	i
-1.6	CCOc1ccc(Br)cc1S(=O)(=O)Nc1cccc(S(=O)(=O)N(CC)CC)c1	21	i
-0.9	COc1ccc(OC)c(N(CC(=O)NCc2ccccn2)S(C)(=O)=O)c1	6	i
-0.1	CC1CCCCN1CCCNc1ccc(C(CC(N)=O)NC(=O)c2ccccc2)cc1[N+](=O)[O-] (stereo not given)	39	i
-1.4	O=C(CCSc1ccccc1)NCC1CCCO1 (stereo not given)	0	i
0.1	Cc1ccc2cc(-c3noc(C4CCCCC4)n3)c(=O)[nH]c2c1	2	i
-1.1	COc1ccccc1NS(=O)(=O)c1cccc(C(=O)NCc2ccncc2)c1	21	i
-0.1	CN(C(=O)COC(=O)c1cccnc1Nc1ccccc1F)C1CCS(=O)(=O)C1 (stereo not given)	10	i

# Arranged by heavy-atom count (smallest number first): part of the list above
STK33 kinase inh	mol	OX1R antag	KCNQ2 block
-0.3	CCCNC(=S)NC1CCCC1	11	i
0.8	CC(NS(=O)(=O)c1ccc(Br)cc1)c1ccccc1 (stereo not given)	27	i
-0.6	Cc1nnc2n1N=C(c1ccc3c(c1)NC(=O)CO3)CS2	4	i
1.1	COc1cccc(C(=O)O/N=C(\N)Cc2ccc(Cl)cc2)c1	11	i
-1.6	CN(Cc1ccccc1)C(=O)COc1ccc(-c2nnco2)cc1	2	i

# In the list so far, four have an aryl thioether with sulfur outside any ring:
STK33 kinase inh	mol	OX1R antag	KCNQ2 block
-2.5	CCOc1ccc(C(=O)OCC(=O)Nc2ccc(SC(F)F)cc2)cc1OCC	8	i
-0.9	COc1cc(NC(=O)CSc2nnc3ccc(-c4cccnc4)nn23)cc(OC)c1	20	i
-0.1	Cc1cccc(N2C(=O)CC(Sc3nnc(C)s3)C2=O)c1 (stereo not given)	13	i
-1.4	O=C(CCSc1ccccc1)NCC1CCCO1 (stereo not given)	0	i

# The results go on.
STK33 kinase inh	mol	OX1R antag	KCNQ2 block
0.0	Clc1ccc(C2=NOC(c3nnc(-c4ccccc4)o3)C2)cc1 (stereo not given)	9	i
2.8	C[C@@H]1O[C@@H](Oc2c(-c3cc(O)c(O)c(O)c3)oc3cc(O)cc(O)c3c2=O)[C@H](O)[C@H](O)[C@H]1O	29	i
-1.0	O=C(c1cc(C2CC2)on1)N1CCN(c2ccc(F)cc2)CC1	3	i
-1.1	CC(C)C[C@H](NC(=O)N1CCn2c1nc1ccccc12)C(=O)NCc1ccco1	10	i
0.1	COc1ccc(OC)c2nc(-c3ccncc3)ccc12	23	i
-0.3	O=C(NCCS(=O)(=O)N1CCC2(CC1)OCCO2)c1ccc(F)cc1	5	i
-1.4	S=C1NC2(CCCC2)Nc2ccccc21	27	i
2.1	Cc1ccc(/C=N/NC(=O)CSc2nc3ccccc3c(=O)n2-c2ccccc2)s1	23	i
3.2	Cc1cccc(NC(=S)NCCCN2CCOCC2)c1	12	i
0.2	O=C(CSc1n[nH]c(-c2ccc(S(=O)(=O)N3CCCCC3)cc2)n1)Nc1nccs1	8	i
-0.4	S=c1[nH]nc(COc2ccccc2)n1Cc1ccccc1	31	i
0.0	CCCC(=O)C1=C(N(C)c2ccccc2)CC(C)(C)CC1=O	26	i
-1.2	CCN(C(=O)CSc1nnc2nc(C)cc(C)n12)c1ccccc1	11	i
0.3	CCCCn1nc(C(=O)Nc2cccc(C(=O)NC3CC3)c2)c2ccccc2c1=O	4	/
-0.5	CCOCC(=O)Nc1cc(OC)c(Cl)cc1OC	19	i
-1.3	CC(C)(C)c1ccc(OCc2ccc(C(=O)N/N=C/c3ccc(O)c(O)c3)cc2)cc1	11	i
1.7	c1ccc(N2CCN(c3ccc4nncn4n3)CC2)nc1	10	i
1.6	O=C(C1=C[C@H](c2ccc(C(F)(F)F)cc2)C[C@H](OCCCCO)O1)N1CCN(Cc2ccc3c(c2)OCO3)CC1	8	i
-1.0	COc1ccc(N(CC(=O)Nc2cc(OC)ccc2OC)S(=O)(=O)c2c(C)noc2C)cc1	21	i
0.0	CCOC(=O)c1sc(=NC(=O)c2ccc(OC(C)C)cc2)n(C)c1C	31	i
-2.0	COc1ccc(/C=C/C(=O)c2ccccc2O)cc1CN1CCOCC1	18	i
6.7	S=C(NCCc1ccccc1)Nc1cccc2cnccc12	44	i
-0.5	C/C(=N\NC(=O)CSc1nc(C)cc(C)n1)c1cccs1	11	i
-1.2	COc1cccc(N2C(=NC(=O)COc3ccccc3)SC3CS(=O)(=O)CC32)c1 (stereo not given)	10	i
-1.0	O=C(CN1C(=O)C2(OCCO2)c2ccccc21)c1ccc(Br)cc1	10	i
0.7&-2.3	COc1ccc(CN2CCN(c3ccccn3)CC2)c(OC)c1C	4&8	i
-1.0	CCSc1nnc(NS(=O)(=O)c2ccc(OC)cc2)s1	9	i
0.1	NC(=O)C[n+]1cccc(C(N)=O)c1	4	i
-1.4	CCOC(=O)C1=C(C)Nc2ccccc2N=C1NC(=O)Cc1ccc(Cl)c(Cl)c1	20	i
-1.7	O=C(O)c1ccccc1NC(=O)C(c1ccccc1)c1ccccc1	7	i
0.3	Cc1ccc(-c2ccc(SCC(=O)Nc3cc(C)on3)nn2)cc1	21	i
-1.2	COc1ccc(NC2CC(=O)N(c3cccc(C)c3)C2=O)cc1 (stereo not given)	9	i
0.9	COc1ccc(CCOC(=O)CNC(=O)c2ccc(Cl)cc2Cl)cc1	10	i
11	NS(=O)(=O)c1ccc(NC(=O)CSC2=NC(=O)C(c3ccccc3)C(=O)N2)cc1 (stereo not given)	11	i
-1.2	CC1Cc2nc(SCC(=O)N3CCOCC3)n(-c3ccccc3)c(=O)c2S1 (stereo not given)	7	i
/	CCC(C)NC(=O)CN1C(=O)COc2ccc(S(=O)(=O)N3CCOCC3)cc21 (stereo not given)	6	i
-0.3	CCCOC(=O)CC1C(=O)NCCN1C(=O)OC(C)(C)C (stereo not given)	10	i
-1.4	CCn1c(CCNC(=O)c2ccc(C)cc2)nnc1SCc1ccc(Cl)c(Cl)c1	26	i
4.0	CCOC(=O)Cn1nnnc1CN(Cc1ccc(OC)cc1)Cc1cc2cc(CC)ccc2[nH]c1=O	20	i
0.3	CC(=O)Oc1c(C(=O)c2nnc(C)o2)c(=O)n(C)c2ccccc12	18	i
-0.8	Cc1ccc(N/C(N)=N/c2nc(CSc3nnc(C)s3)cc(=O)[nH]2)c(C)c1	10	i
0.5	CCC(C)(C)n1c(=O)[nH]c2c(c1=O)CCC2	0	i
-1.5	O=C1CNC(=O)N1CC(O)Cn1c2ccccc2c2ccccc21 (stereo not given)	7	i
-1.2	CC(C)N(C(=O)C[n+]1ccc(/C=N/O)cc1)C(C)C	31	i
0.4	CC(Sc1ccccn1)C(=O)Nc1ccc(S(N)(=O)=O)cc1 (stereo not given)	4	i
-0.4	CN(CC(=O)Nc1ccccc1C(F)(F)F)C(=O)COc1ncnc2sccc12	12	i
-1.4	CCc1ccc(NC(=O)NNC(=O)c2cc3ccccc3cc2O)cc1	4	i
/	CCn1c(=O)c(C(=O)NNS(=O)(=O)c2ccc(Br)cc2)c(O)c2ccccc21	39	i
-2.1	CC(C)N(CC#CC(O)(c1ccccc1)c1ccccc1)CCO	6	i
-0.5	CC(C)(C)c1ccc(C(=O)N/C(N)=N/c2nc3ccccc3o2)cc1	17	i
-1.0	COc1ccc(C(=O)c2ccc(Cl)cc2)c2ccccc12	3	i
-0.8	Cc1nnc(N/N=C/c2ccccc2C(F)(F)F)n1N	43	i

# Records listed so far that bear a hit mark in KCNQ2 block.
STK33 kinase inh	mol	OX1R antag	KCNQ2 block
-0.8	CC1(C)C(=S)N(Cc2ccccc2)c2ccccc21	17	-6.6*
-0.3	Cc1ccccc1COn1nnc2ccc(S(=O)(=O)N3CCOCC3)cc21	18	-6.7*
